# mHTT-CaM PPI inh = inhibitors of human mutant huntingtin-calmodulin interaction; P42858; actives 3.6% (n = 190,000); inhibition, % at 15 µM; AID 1671202; AlphaScreen His-mHTT/GST-CaM binding, luminescence;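 note: 0% = both proteins with DMSO and 100% = one protein alone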
# Pf apPOL block = Pf-apPOL DNA polymerase inhibition | Recombinant Pf-apPOL, molecular beacon fluorescence, 1.5 h | inhibition, % at 10 µM | actives 0.25% (n = 210,000) | AID 1794808
# Active calls of the source: *; i = inactive; x = no result given; & = joins results of further samples. Cut-off read from the data, not from the text of the source: active = inhibition above about 50%; inactive = the rest. These rows are one share of the data (hit frequency here may not be typical).
SMILES,mHTT-CaM PPI inh,Pf apPOL block
CCCNc1cc(N2CCCC(CCC(=O)Nc3ccccc3)C2)ncn1 (configuration not stated),0,-6
Cc1ccc(C(=O)N2CCc3[nH]nc(C(=O)NC4CCCCC4)c3C2)cc1C,9,-2
COc1cc(/C=C2\C(=O)Nc3ccc(Br)cc32)cc(OC)c1O,100*,-89
NC(=O)C(Br)C12CC3CC(CC(Br)(C3)C1)C2 (configuration not stated),3,-4
O=c1oc2ccc(Cl)cc2nc1C=C(O)c1ccco1,15,8
O=C(O)CCCNc1cc(N2CCOCC2)c2noc3c2c1C(=O)c1ccccc1-3,52*,-2
COc1cc(Br)c(CN2CC(C)OC(C)C2)cc1OC (configuration not stated),0,5
Cc1nc(C(=O)NCc2ccc(F)cc2)c(C)n1C1CCN(S(C)(=O)=O)CC1,11,-4
Cc1ccc(-n2nc3ccc(NC(=O)c4cccnc4Cl)cc3n2)cc1,5,0
CCc1ccc(NC(=O)NC2CCN(c3nc4ccccc4n(CC)c3=O)CC2)cc1,5,8
CN(CC(=O)N1N=C(c2cccn2C)CC1c1ccc(Cl)cc1)C(=O)C1CC1 (configuration not stated),30,-3
COc1ccc(NC(=O)C2CCCN(c3nnc4cccc(C)n34)C2)cc1OC (configuration not stated),25,3
CCN(Cc1cn(C)nc1C)C(=O)C1CN(C(=O)c2ccccc2)CC12CCCCC2 (configuration not stated),14,-2
CSc1nsc2nc(=O)c(C=C3C=CC(=O)C=C3)c(N)n12,7,8
Cc1cc(C)nc(N=C(N)Nc2ccc(NC(=O)c3ccccc3)cc2)n1,-1,1
Fc1ccc(C2=CC(c3ccccc3OC(F)F)n3ncnc3N2)cc1 (configuration not stated),10,-6
Cc1cc(Cl)ccc1S(=O)(=O)N1CCN(c2cc(-c3ccncc3)[nH]n2)CC1,25,-2
Cc1ccc(C(=O)N2CCCC(c3nc(-c4ccccc4)n[nH]3)C2)cn1 (configuration not stated),6,8
COCCCNC(=O)c1cc2c(=O)n3ccccc3nc2n(C2CCCCC2)c1=N,5,-10
C=CCNC(=O)C(=O)N1CCN(c2ccc(OC)cc2)CC1,-7,-8
Cc1cccc(Cl)c1NC(=O)c1oc2ccc(S(=O)(=O)N3CCOCC3)cc2c1C,-14,-9
Cc1ccccc1NCN1C(=O)c2cccc([N+](=O)[O-])c2C1=O,7,5
O=C(Cc1cccnc1)N1CCCC1c1nc(-c2ccccc2)n[nH]1 (configuration not stated),-6,0
COc1ccc(-c2ccoc2)cc1[C@H]1[C@H]2C=CC[C@@H](C)[C@@H]2C(=O)N1Cc1ccccc1,86*,0
Cc1cccc(N2CCN(C(=O)c3ccc(-c4cccnc4)nc3)CC2)c1C,64*,0
Cc1nc2ccccc2n1C(=O)c1ccccc1Br,-1,7
Cc1c(Cl)cccc1NC(=O)CCCN1C(=O)c2cccnc2C1=O,4,-17
COCCN1C(=O)Cc2ccccc2C1C(=O)NCCC(C)C (configuration not stated),-4,-4
CC12CC3CC(C)(C1)CC(c1ccc(O)cc1)(C3)C2,65*,3
O=C(Nc1ccc2oc(-c3cccc(Cl)c3)nc2c1)c1ccco1,20,8
COc1cc(C2C(C#N)=C(N)OC3=C2C(=O)CC(C)(C)C3)cc([N+](=O)[O-])c1O (configuration not stated),7&7,-8&-5
Cc1cccc(CN2CCN(C3CCN(C(=O)Nc4ccc(C)c(C)c4)CC3)C2=O)c1,5,-5
CCc1ccccc1S(=O)(=O)N1CCCN(C2CCN(CCOC)C2=O)CC1 (configuration not stated),10,-2
CC(=O)N1CCN(C(C(=O)N(C)Cc2ccccc2)C2CCCC2)CC1 (configuration not stated),13,-2
O=[N+]([O-])c1ccccc1OCCOCCN1CCOCC1,-4,-9
CCn1cc(-c2ccccc2)cc1C(=O)NC(C)c1cccnc1 (configuration not stated),28,-8
Cc1ccccc1CN1C(=O)/C(=C/C(=O)NCCc2ccccc2)Sc2ccccc21,51*,-16
O=C(CSc1nnc(C(O)c2ccccc2)n1-c1ccccc1)NC1CCCCC1 (configuration not stated),3,-9
Cc1ccc(CNC(=O)C2CCCN(C(=O)c3cccc(C(F)(F)F)c3)C2)o1 (configuration not stated),36,-16
CC(C)c1c(C2CCN(C(=O)c3cccc(C#N)c3)CC2)noc1N,1,0
CC1CC(C)CN(S(=O)(=O)c2ccc(F)c(C(=O)Nc3ccccc3Cl)c2)C1 (configuration not stated),0,-41
Cn1c(N2CCCC(C(=O)N3CCN(c4cccc(Cl)c4)CC3)C2)cc(=O)n(C)c1=O (configuration not stated),38,1
COc1cccc(CC(=O)N2CCCN(c3ncccc3-c3nc(C4CC4)no3)CC2)c1,-10,-9
COc1ccc(-c2noc(C3CCCN3C(=O)Nc3ccc(F)cc3)n2)cc1 (configuration not stated),-5,0
CCC[C@H]1[C@@H](NC(=O)c2ccc(Cl)c(C(F)(F)F)c2)CC[C@@]23CCCN2C(=O)CCC[C@@H]13,96*,3
CN(C)S(=O)(=O)c1ccc(C(=O)Nc2nc3cc4c(cc3s2)OCO4)cc1,18,-3
CC(C)c1ccc(CNC(=O)C2CCCN(c3cnn(C)c(=O)c3)C2)cc1 (configuration not stated),20,-3
O=c1c2c(nc3n1CCC3)sc1c(O)c(Br)ccc12,-2,1
O=c1cc(-c2ccccc2)nc2n1CCN2Cc1ccccn1,-2,-3
CCc1ccc(N2C(=O)NC3c4ccccc4OC2(C)C3C)cc1 (configuration not stated),7,-3
# (list continues)
SMILES,mHTT-CaM PPI inh,Pf apPOL block
COC(=O)C1CN(Cc2cn(Cc3ccccc3)nn2)CCS(=O)(=O)N1Cc1ccccc1 (configuration not stated),8,6
COCCNC(=O)CCS(=O)(=O)Cc1ccccc1Cl,0,-17
CC(=O)CC12CC3CC(CC(Br)(C3)C1)C2,-8,x
CC1CCC(Br)(C(C)C)C(=O)/C1=C/c1cccc([N+](=O)[O-])c1 (configuration not stated),41,-2
NC(=O)CC(NC(=O)c1ccco1)C(=O)O (configuration not stated),-5,12
CS(=O)(=O)c1ccc2ccn(O)c2c1,x,7
COc1ccc(OCC(O)CNS(=O)(=O)c2c(C)noc2C)cc1 (configuration not stated),x,-14
N#CC1=C(SCC(=O)Nc2ccccc2)NC(=O)CC1c1ccco1 (configuration not stated),6,6
COC(=O)c1sccc1S(=O)(=O)NCCN1CCN(C(=O)c2cccs2)CC1,-15,-4
Cc1cc(OCC(=O)Nc2nccs2)ccc1C(C)C,-8,-3

# Of the compounds above, three have a cyano group.
SMILES,mHTT-CaM PPI inh,Pf apPOL block
COc1cc(C2C(C#N)=C(N)OC3=C2C(=O)CC(C)(C)C3)cc([N+](=O)[O-])c1O (configuration not stated),7&7,-8&-5
CC(C)c1c(C2CCN(C(=O)c3cccc(C#N)c3)CC2)noc1N,1,0
N#CC1=C(SCC(=O)Nc2ccccc2)NC(=O)CC1c1ccco1 (configuration not stated),6,6

# (listing goes on)
SMILES,mHTT-CaM PPI inh,Pf apPOL block
COc1cc(CCC(C)NC(=O)C2CCCCC2)ccc1OC(=O)C1CCCCC1 (configuration not stated),x,3
C=CCc1cccc2cc(C(=O)Nc3ccc(OCC)cc3)c(=O)oc12,7,6
O=C1NC(c2ccccc2)(C(F)(F)F)SC2=NCCCN12 (configuration not stated),-5,-1
O=C(NCc1ccco1)c1cc(S(=O)(=O)N2CCc3ccccc32)ccc1F,3,-11
Cc1[nH]c(=O)[nH]c(=O)c1CCC(=O)NCc1ccc(F)cc1,-12,-2
COc1ccc(OC)c(C2=NOC(C(=O)N3CCC(C)CC3)C2)c1 (configuration not stated),0,0
COc1ccccc1-c1noc(C2CCCN2C(=O)Nc2ccccc2C)n1 (configuration not stated),15,-12
O=C(CN(Cc1ccccc1)S(=O)(=O)c1ccc(F)cc1)N1CCOCC1,-2,0
COCc1cc(=O)n2c(n1)N(Cc1ccccc1C(F)(F)F)CC2,14,1
O=C(CN1C(=O)CSCC1=O)Nc1ccc([N+](=O)[O-])cc1,-2,4
Cn1c(=O)[nH]c2nnc(-c3ccc(Cl)c(Cl)c3)nc2c1=O,2,6
O=C(NC(NC1CCS(=O)(=O)C1)C(Cl)(Cl)Cl)c1cccc(Cl)c1 (configuration not stated),-4,0
CCN1C(=O)c2cccc3c(NC(=O)c4ccccc4[N+](=O)[O-])ccc1c23,2,1
FC(F)(F)c1ccc(/C=N/n2cnnc2)cc1,i,x
CC(C)c1ccc(NC(=S)Sc2ccc(F)cc2F)cc1,x,-7
COc1ccc(Cl)cc1N1CCN(C(=O)c2cccc(F)c2)C(C)C1=O (configuration not stated),2,-1
O=C1c2ccc(Oc3ccc(Br)cc3)cc2C(=O)N1CC1CCCO1 (configuration not stated),-4,-9
C=CCOc1cc(Br)c(/C=C(\C#N)C(=O)NCc2ccccc2)cc1OC,4,7
COc1ccc(-c2cccc([C@H]3[C@@H]4C=CC[C@@H](C)[C@@H]4C(=O)N3Cc3ccccc3)c2)cc1,-9,-6
Nc1nnc(SCC(=O)Nc2ccc([N+](=O)[O-])cc2)s1,5,22
COCOCCn1cc(CN2CCS(=O)(=O)N(Cc3ccc(-c4cccc(N(C)C)c4)cc3)C(C(C)C)C2=O)nn1 (configuration not stated),57*,-3
CC(=O)Nc1ccc(C(=O)Nc2ccc(NC(C)=O)cc2Cl)cc1,-6,-2
Cc1cccnc1NC(=O)c1c(O)c2ccccc2[nH]c1=O,2,-2
CN1OCC(S(=O)(=O)N(C)Cc2ccccc2)C1c1ccnc2ccccc12 (configuration not stated),36,-1
O=C(O)CSCC(=O)NCCNc1ncccc1C(F)(F)F,x,2
Cc1cc(O)c(CN2CCOCC2)c2c1C(=O)C(=Cc1cccc(Cl)c1)O2,4,-9
CC1(C)CC(=O)C2=C(C1)Nc1cc(Cl)ccc1S2,21&12,5&-8
CC1C(=O)N(c2ccc(Cl)cc2)CCN1C(=O)c1ccc(Br)cc1 (configuration not stated),-6,-2
CC(C)(C)c1ccc(C=C2Oc3cc(O)ccc3C2=O)cc1,4,-10
Cc1ccc(-n2nc3c(c2NC(=O)C(C)(C)C)CS(=O)C3)cc1 (configuration not stated),8,0
COc1ccc(Cc2nnc(NC(=O)c3cccs3)s2)cc1,0,-3
O=c1[nH]cc(C(F)(F)F)cc1Cl,x,-8
COc1ccc(C(=O)Nc2ccc(OC)cc2[N+](=O)[O-])c(OC)c1,6,-3
O=c1[nH]c2ccc(Cl)cc2c(O)c1-c1nc(-c2cccc(F)c2)no1,-1,-1
COC(=O)C12CC3CC(CC(NC(=O)C4CCC4)(C3)C1)C2,-10,0
O=C1N(Cc2ccccc2)c2ccccc2C12Oc1ccccc1C1CC(c3ccco3)=NN12 (configuration not stated),32,4
CNC(=O)C1CCN(c2nc3ccc(-c4ccc(F)cc4)nc3s2)CC1,4,-3
Cc1ccc(N=Cc2c(C)n(C)c3ccc([N+](=O)[O-])cc23)cc1C,17,-2
CCc1ccc(N2CCN(C(=O)NC(C)(C)C)C(C)C2=O)cc1 (configuration not stated),-2,-1
CC(CNC(=O)c1cnn2c3c(cnc12)CCCCCC3)c1ccccc1 (configuration not stated),18,1

# 5 structures out of the list, sorted by length of the SMILES, rising:
SMILES,mHTT-CaM PPI inh,Pf apPOL block
CCc1ccc(N2CCN(C(=O)NC(C)(C)C)C(C)C2=O)cc1 (configuration not stated),-2,-1
CC(CNC(=O)c1cnn2c3c(cnc12)CCCCCC3)c1ccccc1 (configuration not stated),18,1
CNC(=O)C1CCN(c2nc3ccc(-c4ccc(F)cc4)nc3s2)CC1,4,-3
O=c1[nH]c2ccc(Cl)cc2c(O)c1-c1nc(-c2cccc(F)c2)no1,-1,-1
O=C1N(Cc2ccccc2)c2ccccc2C12Oc1ccccc1C1CC(c3ccco3)=NN12 (configuration not stated),32,4

# Continued.
SMILES,mHTT-CaM PPI inh,Pf apPOL block
COc1ccc(C)cc1NC(=O)N1CC(C(=O)NC2CC2)C2(CCOCC2)C1 (configuration not stated),4,0
COc1ccc(CN2CCc3c([nH]c4ccccc34)C2)cc1C,36,-3
CCOc1ccc(C=Nc2ccc(C(=O)O)cc2)c(O)c1,-8,3
COc1ccc(C(C2=C(O)CC(C)(C)CC2=O)C2C(=O)CC(C)(C)CC2=O)cc1O (configuration not stated),2,2
CCc1ccc(S(=O)(=O)N2CCC(CN3CCCCC3)CC2)cc1,-8,0
Cc1ccc(N2CN(Cc3cccc(C#N)c3)S(=O)(=O)c3cccnc32)cc1,-21,-1
Brc1ccc(C=Nc2cccc3ccccc23)s1,8,x
CCOC(=O)C(NC(C)=O)(NC1CCCCC1)C(F)(F)F (configuration not stated),x,-2

# Three of these compounds, set out differently.
SMILES	mHTT-CaM PPI inh	Pf apPOL block
COc1ccc(C(C2=C(O)CC(C)(C)CC2=O)C2C(=O)CC(C)(C)CC2=O)cc1O (configuration not stated)	2	2
CCc1ccc(S(=O)(=O)N2CCC(CN3CCCCC3)CC2)cc1	-8	0
Cc1ccc(N2CN(Cc3cccc(C#N)c3)S(=O)(=O)c3cccnc32)cc1	-21	-1

# Compound activity: PubChem BioAssay, University of Kansas High Throughput Screening Laboratory
